# EPAC2 antag = blocks human EPAC2 exchange factor. Q8WZA2. EPAC2 GEF exchange of Rap1B-BODIPY-GDP, fluorescence. Potency, µM (doses to about 114 µM), for the others: top-dose activity, negative = inhibition, usual class: inhibitors. 0.18% of 360,000 active; further: on the % scale 0 is the no-effect control and ±100 the full control effect; nearly all actives have a fitted effect of over 45% in size; many of its hits are not listed in these tables
# Target sequence (Q8WZA2 whole entry, looked up): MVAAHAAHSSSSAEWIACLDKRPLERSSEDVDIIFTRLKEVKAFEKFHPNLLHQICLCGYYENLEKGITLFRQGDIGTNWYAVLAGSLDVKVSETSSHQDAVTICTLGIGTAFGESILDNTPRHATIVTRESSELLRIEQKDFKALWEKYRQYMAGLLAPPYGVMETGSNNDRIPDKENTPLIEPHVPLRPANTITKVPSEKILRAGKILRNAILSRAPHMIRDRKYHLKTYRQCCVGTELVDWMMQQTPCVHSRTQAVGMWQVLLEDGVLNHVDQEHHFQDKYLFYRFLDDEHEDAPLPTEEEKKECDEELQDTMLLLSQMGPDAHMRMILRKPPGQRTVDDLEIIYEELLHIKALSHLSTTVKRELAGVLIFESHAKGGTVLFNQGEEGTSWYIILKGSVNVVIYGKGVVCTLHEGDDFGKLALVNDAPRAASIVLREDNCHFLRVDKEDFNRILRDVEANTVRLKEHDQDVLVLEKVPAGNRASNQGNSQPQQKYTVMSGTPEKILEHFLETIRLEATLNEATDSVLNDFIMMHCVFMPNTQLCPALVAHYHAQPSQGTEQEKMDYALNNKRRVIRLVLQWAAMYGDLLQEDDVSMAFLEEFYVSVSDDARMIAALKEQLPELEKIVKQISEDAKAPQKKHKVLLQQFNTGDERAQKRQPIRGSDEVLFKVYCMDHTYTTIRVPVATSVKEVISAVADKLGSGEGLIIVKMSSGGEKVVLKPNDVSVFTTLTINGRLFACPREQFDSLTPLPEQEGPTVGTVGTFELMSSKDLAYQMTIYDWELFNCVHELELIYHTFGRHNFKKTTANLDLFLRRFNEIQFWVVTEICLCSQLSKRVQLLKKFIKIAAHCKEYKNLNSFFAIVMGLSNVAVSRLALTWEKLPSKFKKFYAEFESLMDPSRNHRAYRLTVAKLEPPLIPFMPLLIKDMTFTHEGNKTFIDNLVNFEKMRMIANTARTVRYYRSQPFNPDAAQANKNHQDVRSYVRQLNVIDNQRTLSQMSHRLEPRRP
# S2 tox = reduces viability in counter-screen for ATXN expression inhibitors; S2 cells (HEK-293 line with an ATXN2-luciferase reporter) viability, CellTiter-Fluor protease fluorescence, 24 h; Potency, µM (highest dose often 56.7 µM), most hits filed as cytotoxic; 0.49% of 400,000 active; AID 651635; further: nearly all actives have a fitted effect of over 40% in size
# Nrf2 activator = activators of Nrf2 (ARE) signaling; AREc32 ARE-luciferase reporter (MCF7-derived line), luminescence, 24 h; Potency, µM (series often up to 46.1 µM), inactives show at the top dose activation, hits mostly activators; AID 624171; 0.31% of 410,000 active; further: % of control where 0% means no effect; nearly all actives have a fitted effect of over 65% in size
#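 For detection, Steady-Glo was added and plates sat 30 min at RT; before that, AREc32_Fluc cells grown overnight in OPTI-MEM/5% FBS had been treated with 23 nL compound for 24 hr at 37 deg C.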
# TGFb inhibitor = blocks TGF-b signaling. HepG2 CAGA-GFP TGF-b/SMAD3 reporter, GFP fluorescence, 18 h; TGF-beta stimulated, 500 pg/mL final. Potency, µM (series often up to 46.1 µM), for inactives: top-dose activity, negative = inhibition, usual class: inhibitors. 1.2% of 410,000 active. AID 588855; further: on the % scale 0 is the no-effect control and ±100 the full control effect; nearly all actives have a fitted effect of over 65% in size
#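 Inhibition of TGF-beta-driven CAGA-GFP reporter expression in HEPG2 cells is measured by cellular GFP fluorescence after 18 h stimulation with 500 pg/mL recombinant TGF-beta in 1% FBS medium at 37 degrees C.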
# ATXN2 expr inh = ATXN2 expression inhibition. HEK-293 ATXN2-luciferase reporter, luminescence, 24 h. Potency, µM (doses to about 57 µM), without a hit: at the top dose activity change, negative = inhibition, usual class: inhibitors. 0.72% of 360,000 active; further: on the % scale 0 is the no-effect control and ±100 the full control effect; nearly all actives have a fitted effect of over 55% in size
#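 qHTS (up to 57 uM final) was run with 24 h compound exposure of reporter cells at 37 °C. Each well was multiplexed: SteadyGlo luminescence measured ATXN2-luciferase expression after a fluorogenic Gly-Phe-AFC viability readout (25 uM final).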
# Nrf2 inh = inhibitors of Nrf2 signaling | 2.1% of 360,000 active | Potency, µM (doses to about 46 µM), for the others: top-dose activity change, negative = inhibition, hits mostly inhibitors | A549 ARE-Fluc reporter, luciferase luminescence, 18-24 h; further: on the % scale 0 is the no-effect control and ±100 the full control effect; nearly all actives have a fitted effect of over 60% in size
#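 Two sequential reads on A549 ARE_Fluc cells exposed to compound for 18-24 h: a CellTiter-Fluor fluorescence read for viability, then a luciferase luminescence read for Nrf2/ARE activity.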
# HepG2 tox = kills HepG2 cells in TGF-b inhibitor counter-screen | HepG2 CAGA-GFP viability, ATP luminescence, 18 h | Potency, µM (series often up to 46.1 µM), for the others: top-dose activity change, negative = cytotoxicity, most hits filed as cytotoxic | 0.76% of 410,000 active | AID 588856; further: some results filed as inactive show a strong effect at the top dose
#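 HepG2 CAGA-GFP cells (1000/well, DMEM with 1% FBS) received compound, then TGF-beta at 500 pg/mL final, and were incubated 18 hours at 37 degrees C. Viability was read by CellTiter-Glo luminescence. Media-only wells were set as complete cell-killing and DMSO as no toxicity.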
# A549 viability = counter-screen for Nrf2 inhibitors: cytotoxicity in A549 cells; A549 ARE-Fluc cells, CellTiter-Fluor viability, 18-24 h; Potency, µM (series often up to 46 µM), inactives show at the highest dose activity change, negative = cytotoxicity, usual class: inhibitors; 0.16% of 390,000 active; AID 504648; further: on the % scale 0 is the no-effect control and ±100 the full control effect
#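 A549 ARE-Fluc cells in 5% FBS OPTI-MEM, 5000 cells/well, rested 2 h then exposed to compounds in concentration-response for 18-24 h at 37 °C. Viability by CellTiter-Fluor fluorescence (Ex 405/Em 525) after 30 min; luciferase luminescence (BugLite, 15 min, RT) read afterwards.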
# MCF10A rereplic = induces DNA re-replication in MCF 10a normal breast cells | Potency, µM (doses to about 46.1 µM), for the others: at the top dose activity, positive = re-replication, hits mostly activators | MCF 10A DNA re-replication, Hoechst nuclear intensity, 48 h | 2.9% of 350,000 active | AID 624296; further: % of control where 0% means no effect; nearly all actives have a fitted effect of over 50% in size
# Numbers without * were called inactive; i = inactive; u = inconclusive; x = no result given; & = joins results of further samples; [ ] = another dose, or the depositor's remark. The call rests on the fitted dose curve; in most records, active means well fitted curve in the direction sought with a large enough effect; inconclusive means small, poorly fitted or top-dose-only effect, or another doubt; inactive means no such curve, though single readings can be large; an effect the other way counts as inactive or inconclusive. Potency means the concentration at half of the fitted maximal effect. These rows are one share of the data; rates above refer to the full screens.
SMILES,EPAC2 antag,S2 tox,Nrf2 activator,TGFb inhibitor,ATXN2 expr inh,Nrf2 inh,HepG2 tox,A549 viability,MCF10A rereplic
Nc1n[nH]c(N)c1N=Nc1cccc(C(F)(F)F)c1,-13%,u,-0.4%,-8%,3%,u,-2%,-9%,u
COc1ccc2c(C(=O)c3ccc(C)cc3)n(CCCC(N)=O)[n+]([O-])c2c1,8%,u,5.0%,-13%,1%,-2%,-2%,-19%,-2%
CCc1cc(C(=O)N/N=C/c2c(C)[nH]c3ccccc23)cs1,4%,i,3.1%,u,1%,-10%,8%,4%,u
CCOC(=O)c1ccccc1NC(=O)C=C(C)C,17%,i,0.5%[9.22 µM],0%,3%,37%,-14%,16%,2%
CC(C)(O)C#Cc1ccc(CN2CCCC(CO)(Cc3cccc(Cl)c3)C2)cc1 (configuration not stated),3%,i,0.4%,u,u,-21%,-34%,-5%,25%
CCOC(=O)C(=O)c1csc(NC(=O)COc2ccc(N(C)S(=O)(=O)c3ccc(F)cc3)cc2)n1,-12%,i,-1.0%,-12%,-7%,19%,-2%,6%,2%
O=C(CCCn1c(=S)[nH]c2ccccc2c1=O)N1CCOCC1,-5%,i,-0.2%,-2%,2%,24%,4%,-6%,-2%
O=C1CCCc2cc(S(=O)(=O)N3CCCC(C(=O)Nc4ccc(F)c(Cl)c4)C3)ccc2N1 (configuration not stated),x,u,0.5%,-13%,u,u,-37%,u,x
CCNC(=O)NC1c2ccccc2CSc2ccccc21 (configuration not stated),-7%,i,2.0%,-12%,2%,3%,6%,3%,2%
Cc1ccc(NC(=O)COC(=O)COc2ccc3ccc(=O)oc3c2)cc1[N+](=O)[O-],13%,i,-1.0%,-12%,3%,9%,-3%,-2%,-7%
COc1ccc(NC(=O)CSc2c3c(nc4ccccc24)CCC3)c(OC)c1,1%,u,u,-6%&0%,14%,-20%&1%,-27%&-26%,u,14%
O=C(Cn1nnc(-c2ccc(Cl)cc2)n1)NCc1ccco1,4%[57.1 µM],i,7.7%,6%,x,16%,9%,20%,12%
Cc1ccc(C)c(NC(=O)CCc2nnc3ccc(N4CCCC4)nn23)c1,1%,i,-0.4%,0%,x,-7%,-3%,-5%,0%
COc1cccc(OC)c1OCCNCC1COc2ccccc2O1 (configuration not stated),0%,i,-0.4%,-11%,1%,20%,-27%,7%,4%
CC(=O)Oc1cccc(N2C(=O)c3ccc(C(=O)Nc4c[nH]c(=O)[nH]c4=O)cc3C2=O)c1,2%,i,-0.1%,-15%,-1%,0%,4%,-6%,0%
C=CCc1ccccc1OCCSc1nc(-c2ccccc2F)nc2cc(=O)[nH]n12,x,i,6.0%,18µM*,-20%,u,-24%,10%,x
CCc1nnc(NC(=O)CSc2nnc(Cc3ccccc3)n2-c2ccc(OC)cc2)s1,2%,i,0.0%,-13%,0%,-2%,0%,-4%,7%
CCn1cc(Br)c(C(=O)Nc2nccs2)n1,-4%,i,22%,2%,1%,u,0%,9%,12%
CCOc1ccc(Nc2c(S(=O)(=O)c3ccccc3)cnc3ccccc23)cc1,x,u,-0.6%,u,u,u,-12%,-12%,x
CC(NC(=O)CN1CCOCC1)c1ccc(F)cc1 (configuration not stated),-2%,i,-0.5%,-1%,6%,10%,1%,1%,-1%

# Reformatted bar-delimited: 5 of the compounds above.
compound | EPAC2 antag | S2 tox | Nrf2 activator | TGFb inhibitor | ATXN2 expr inh | Nrf2 inh | HepG2 tox | A549 viability | MCF10A rereplic
O=C(Cn1nnc(-c2ccc(Cl)cc2)n1)NCc1ccco1 | 4%[57.1 µM] | i | 7.7% | 6% | x | 16% | 9% | 20% | 12%
CC(=O)Oc1cccc(N2C(=O)c3ccc(C(=O)Nc4c[nH]c(=O)[nH]c4=O)cc3C2=O)c1 | 2% | i | -0.1% | -15% | -1% | 0% | 4% | -6% | 0%
CC(NC(=O)CN1CCOCC1)c1ccc(F)cc1 (configuration not stated) | -2% | i | -0.5% | -1% | 6% | 10% | 1% | 1% | -1%
CCNC(=O)NC1c2ccccc2CSc2ccccc21 (configuration not stated) | -7% | i | 2.0% | -12% | 2% | 3% | 6% | 3% | 2%
COc1ccc2c(C(=O)c3ccc(C)cc3)n(CCCC(N)=O)[n+]([O-])c2c1 | 8% | u | 5.0% | -13% | 1% | -2% | -2% | -19% | -2%

# The listing continues.
SMILES,EPAC2 antag,S2 tox,Nrf2 activator,TGFb inhibitor,ATXN2 expr inh,Nrf2 inh,HepG2 tox,A549 viability,MCF10A rereplic
COc1ccc(-c2nc(CS(=O)CC(=O)NCCc3ccc(Cl)cc3)c(C)o2)cc1OC (configuration not stated),x,x,7.7%,-10%,x,4%,-30%,-4%,x
CCCCCNC(=O)c1cccc(S(=O)(=O)N2CC3(C)CC2CC(C)(C)C3)c1 (configuration not stated),-17%,u,0.3%,u,-2%,26µM*,-17%,-17%,15%
CCOC(=O)c1cc(=O)cc(C(=O)OCC)o1,-3%,i,0.5%,-3%,-5%,14%,2%,-1%,-1%
CN(Cc1nc2ccccc2c(=O)[nH]1)C(=O)c1cc2c(s1)CCCCC2,4%,u,-0.1%,11%,-34%,-10%,10%,-7%,27%
O=C(CCc1ccccc1)NCCCNC(=O)CCc1ccccc1,0%,i,-0.7%,-1%,-2%,9%,-6%,7%,4%
Cc1cccc(NC(=O)c2cnc3sccn3c2=O)c1,12%,i,-0.5%,-3%,18%,u,-2%,1%,4%
Cc1ccccc1N=Cc1cc2c(cc1[N+](=O)[O-])OCO2,-2%,i,1.8%,9%,1%,13%,-18%,1%,-1%
COc1ccc(NC(=O)CSc2nc3c(c(=O)n2-c2ccc(F)cc2)SCC3)cc1,8%,i,0.0%,-2%,-7%,7%,-4%,1%,-4%
Cc1cc(/C=N/NC(=O)C(=O)NCc2ccccn2)c(C)n1-c1cccc(Br)c1,0%,i,0.7%,u,-30%,19%,-27%,5%,-2%
Cc1cnc(-c2nnc(N(C)C(=O)c3cccnc3)s2)cn1,5%,i,0.1%,-1%,10%,5%,-33%,-20%,27%
Cc1c(Cl)c([N+](=O)[O-])nn1CCCC(=O)Nc1cccc(Cl)c1,7%,i,-0.1%,0%,-3%,-7%,5%,1%,5%
COc1cc(Cl)c(CNC[C@H]2O[C@@H](n3ccc(=O)[nH]c3=O)[C@H](O)[C@@H]2O)c(Cl)c1O,7%,i,-0.5%,1%,-9%,3%,-42%,6%,-63%[inhibitor]
O=C(NNC(=O)c1cccnc1SCc1cccc([N+](=O)[O-])c1)c1ccc(F)cc1,18%,u,3.0%,-4%,u,u,9%,-11%,10%
C#CCOCCOCCOCCNc1nc(N2CCN(C(=O)[C@H]([C@@H](C)CC)n3cc([C@@H](N)CC(C)C)nn3)CC2)nc(N2CCN(C(=O)[C@H](CCCCN)n3cc([C@@H](N)CO)nn3)CC2)n1,6%,i,0.4%,8%,-2%,4%,-8%,5%,0%
C=CCn1c(=O)c2ccccc2n2c(SCC(=O)Nc3sc(C(=O)N(CC)CC)c(C)c3C(=O)OCC)nnc12,-5%,i,0.4%,u,-20%,u,-16%,u,5%
COc1ccccc1N1CCN(S(=O)(=O)c2ccc3c(c2)NC(=O)C(C)C(=O)N3)CC1 (configuration not stated),-7%,i,-0.1%,-16%,-2%,-11%,-9%,6%,9%
O=C(CCSCc1ccccc1Cl)NCc1cccs1,-20%,i,0.1%,4%,-18%,-6%,-2%,3%,-10%
COc1cc(NC(=O)Cn2nc(C(F)(F)F)c3c2CCCC3)cc(OC)c1OC,8%,i,5.9%&3.4%,-12%&-7%,-19%&4%,u,-39%&-5%,-21%&-18%,10%
COc1ccc(NC(=O)Cn2c(=O)n(Cc3ccco3)c(=O)c3ccccc32)cc1,2%,i,-0.7%,4%,-21%,u,-10%,-20%,10%
CC(C)(C)c1ccc(C(=O)N2CCN(c3nc4ccccc4o3)CC2)cc1,-1%,i,-0.8%,-4%,-11%,u,-18%,-3%,6%
CCCN1C2CCCC1CC(NC(=S)Nc1cccc(C)c1C)C2 (configuration not stated),4%,i,0.2%,24%,x,3%,-8%,9%,-1%
CNC(=O)c1ccc(NC(=O)Cc2ccc(S(=O)(=O)N3CCOCC3)s2)cc1,4%,i,3.1%,2%,23%,2%,3%,-3%,-4%
Cc1ccc(-c2nc(CS(=O)CC(=O)N3CCN(c4ccc(Cl)cc4)CC3)c(C)o2)cc1 (configuration not stated),x,u,12%,-4%,u,x,-19%,u,x
CNS(=O)(=O)c1cn(CC(=O)N2CCN(c3cccc(Cl)c3)CC2)cc1S(=O)(=O)NC,x,x,1.2%,0%,x,-6%,-13%,3%,x
Cc1ccc(/C=C(\C#N)C(=O)Nc2cccc(Cl)c2)o1,x,x,u,x,x,u,-17%,1%,x
N#C/C(=C(/O)COC(=O)COc1cccc(Br)c1)c1nc2ccccc2[nH]1,11%,x,0.5%,u,x,-30%,-42%,-5%,5%
COC(=O)c1ccc(COc2ccc(C(=O)c3ccccc3)cc2)o1,5%,i,0.4%,-9%,-5%,16%,-6%,0%,13%
O=C(NC1CCCC1)C1CCC(=O)N1CCc1ccccc1 (configuration not stated),-6%,i,-0.5%,18%,-8%,x,-5%,8%,u
Cn1cc([N+](=O)[O-])c(C(=O)Nc2ccc(C3CCCCC3)cc2)n1,-19%,u,u,u,2%,u,-105%,9%,u
CN1CCN(S(=O)(=O)c2ccc(N3CCN(C(=O)c4ccccc4)CC3)nc2)CC1,2%,i,2.0%,-14%,-13%,-2%,-1%,3%,u
O=C(NNS(=O)(=O)c1ccc(Br)cc1)c1csnn1,3%,i,-0.5%,-8%,2%,0%,4%,0%,u
CCCN1CCN(CCCNC(=O)c2cc3c(=O)oc4ccc(C)cc4c3s2)CC1,-4%,i,-0.2%,6%,6%,15%,3%,6%,-2%
CCCn1nc(Oc2nc(NCC)nc(NC(C)C)n2)ccc1=O,3%,u,5.1%,-12%,47%[activator],-18%,1%,-3%,u
Cc1onc(-c2ccccc2)c1C(=O)NC1CCCCC1C (configuration not stated),3%,i,-0.7%,5%,x,x,1%,x,x
O=C(COc1ccc(Cl)cc1)OCC(=O)N1CCCC1,5%,i,0.2%,7%,-6%,-8%,2%,1%,2%
CCOc1ccc(NC(=S)NN2CCN(C)CC2)cc1,3%,i,-0.4%,u,8%,16%,-15%,2%,-12%

# Screening results: PubChem, National Center for Advancing Translational Sciences (NCATS)
